AmpC det inh: Promiscuous and Specific Inhibitors of AmpC Beta-Lactamase (assay with detergent). P00811. purified AmpC, nitrocefin hydrolysis with detergent. Potency, µM (top dose mostly 28.7 µM), inactives show at the highest dose activity change, negative = inhibition. actives 0.09% (n = 71,000). AID 584, 2007; active means well fitted curve in the direction sought with a large enough effect
Target sequence (P00811 whole entry, looked up): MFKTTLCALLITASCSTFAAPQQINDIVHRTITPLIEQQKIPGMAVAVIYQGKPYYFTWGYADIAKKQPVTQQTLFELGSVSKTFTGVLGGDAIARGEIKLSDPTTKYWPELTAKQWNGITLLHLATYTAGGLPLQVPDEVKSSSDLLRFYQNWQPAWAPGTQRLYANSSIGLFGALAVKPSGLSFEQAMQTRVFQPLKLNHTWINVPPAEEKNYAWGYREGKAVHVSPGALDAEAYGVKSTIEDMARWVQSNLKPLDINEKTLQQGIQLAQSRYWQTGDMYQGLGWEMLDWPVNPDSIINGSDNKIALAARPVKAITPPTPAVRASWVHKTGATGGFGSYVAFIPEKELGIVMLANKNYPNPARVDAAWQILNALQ
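E. coli AmpC (5.3 nM) in 20 mM phosphate pH 7.0 with 0.01% Triton X-100, preincubated 15 min RT with compound; nitrocefin (2 uL of 800 uM stock) hydrolysis followed by 480 nm absorbance every 20 s over 4 min.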
Numbers without * were called inactive; & = joins results of further samples; [ ] = remark or other dose. On the % scale 0 is the no-effect control and ±100 the full control effect; potency means the concentration at half of the fitted maximal effect. This is a subset, so the mix of outcomes need not match the whole.

A first look:
CS(=O)(=O)N1CCC2(CC1)CN(c1ccncc1)C2
  AmpC det inh: 6%
COc1ccc(C(=O)N2CCC3(CCCN(Cc4nccs4)C3)CC2)cc1
  AmpC det inh: 0%
COc1cc(S(=O)(=O)NCCN2CCOCC2)c(OC)cc1Cl
  AmpC det inh: 1%
CCOC(=O)N1CCN(C(=O)c2ccc(S(=O)(=O)c3ccc(C)cc3)c(NC(C)=O)c2)CC1
  AmpC det inh: -4%
CCOC(=O)c1sc2nc(N3CCCC3)c3c(c2c1N)CC(C)(C)OC3
  AmpC det inh: -5%
Cc1cc(Nc2ccccc2)nc(-c2ccccc2O)n1
  AmpC det inh: -3%
COc1ccc(/C(O)=C2/C(=O)C(=O)N(CC3CCCO3)C2c2cccc(OC)c2)cc1 (stereo not given)
  AmpC det inh: -3%
CCc1nnc(NC(=O)c2ccc(S(=O)(=O)N3CCN(Cc4ccccc4)CC3)cc2)s1
  AmpC det inh: 3%
N[C@@H](C(=O)O)c1ccc(O)c(C(=O)O)c1
  AmpC det inh: -2%
Cc1ccc(S(=O)(=O)NC(CC(=O)NCC2CCCO2)c2ccco2)cc1 (stereo not given)
  AmpC det inh: -4%
Cc1ccc(C(=O)N2CCN(C(=O)c3ccc(C)c(C)c3)C(C)C2)cc1C (stereo not given)
  AmpC det inh: 16%
Cc1noc(C)c1CSc1nc2[nH]ncc2c(=O)n1-c1ccccc1
  AmpC det inh: -2%

CN(C(=O)CSc1nnc(-c2ccco2)o1)C1CCCCC1
  AmpC det inh: 1%
O=C(CSc1nnc(-c2ccccc2)o1)c1ccc2c(c1)OCCO2
  AmpC det inh: 2%
CCN1C(=O)/C(=C2\SC(=S)N(CC3CCCO3)C2=O)c2ccccc21 (stereo not given)
  AmpC det inh: 8%
COc1ccccc1CNc1ncnc2ccc(-c3ccc(N(C)C)cc3)cc12
  AmpC det inh: 9%
COc1ccc(S(=O)(=O)N(C)CC(=O)Nc2ccccc2SC)cc1
  AmpC det inh: -4%

The list itself, previewed entries included:
CS(=O)(=O)N1CCC2(CC1)CN(c1ccncc1)C2
  AmpC det inh: 6%
COc1ccc(C(=O)N2CCC3(CCCN(Cc4nccs4)C3)CC2)cc1
  AmpC det inh: 0%
COc1cc(S(=O)(=O)NCCN2CCOCC2)c(OC)cc1Cl
  AmpC det inh: 1%
CCOC(=O)N1CCN(C(=O)c2ccc(S(=O)(=O)c3ccc(C)cc3)c(NC(C)=O)c2)CC1
  AmpC det inh: -4%
CCOC(=O)c1sc2nc(N3CCCC3)c3c(c2c1N)CC(C)(C)OC3
  AmpC det inh: -5%
Cc1cc(Nc2ccccc2)nc(-c2ccccc2O)n1
  AmpC det inh: -3%
COc1ccc(/C(O)=C2/C(=O)C(=O)N(CC3CCCO3)C2c2cccc(OC)c2)cc1 (stereo not given)
  AmpC det inh: -3%
CCc1nnc(NC(=O)c2ccc(S(=O)(=O)N3CCN(Cc4ccccc4)CC3)cc2)s1
  AmpC det inh: 3%
N[C@@H](C(=O)O)c1ccc(O)c(C(=O)O)c1
  AmpC det inh: -2%
Cc1ccc(S(=O)(=O)NC(CC(=O)NCC2CCCO2)c2ccco2)cc1 (stereo not given)
  AmpC det inh: -4%

Cc1ccc(C(=O)N2CCN(C(=O)c3ccc(C)c(C)c3)C(C)C2)cc1C (stereo not given)
  AmpC det inh: 16%
Cc1noc(C)c1CSc1nc2[nH]ncc2c(=O)n1-c1ccccc1
  AmpC det inh: -2%
CN(C(=O)CSc1nnc(-c2ccco2)o1)C1CCCCC1
  AmpC det inh: 1%
O=C(CSc1nnc(-c2ccccc2)o1)c1ccc2c(c1)OCCO2
  AmpC det inh: 2%
CCN1C(=O)/C(=C2\SC(=S)N(CC3CCCO3)C2=O)c2ccccc21 (stereo not given)
  AmpC det inh: 8%
COc1ccccc1CNc1ncnc2ccc(-c3ccc(N(C)C)cc3)cc12
  AmpC det inh: 9%
COc1ccc(S(=O)(=O)N(C)CC(=O)Nc2ccccc2SC)cc1
  AmpC det inh: -4%
O=C(c1ccco1)N1c2ccccc2Sc2ccccc21
  AmpC det inh: 0%
CC[N+](C)(CC)CC(=O)Nc1c(C)cccc1C
  AmpC det inh: -4%
CC(C)OC(=O)Cc1ccccc1
  AmpC det inh: 12%

Cc1noc(C)c1S(=O)(=O)Nc1ccc(C(=O)NC2CCCCC2)cc1
  AmpC det inh: -4%
Cc1ccc(-c2[nH]n3c(=O)c4c(nc3c2C)CCCC4)cc1
  AmpC det inh: 0%
CC(C)Nc1nc(NC(C)C)nc(N(C)C#N)n1
  AmpC det inh: 22%
Clc1ccccc1COc1ccccc1-c1nnco1
  AmpC det inh: -2%
COc1cccc(N2CC(O)Cn3c2nc2c3c(=O)n(CCCc3ccccc3)c(=O)n2C)c1 (stereo not given)
  AmpC det inh: 2%
CCOC(=O)CN1CC23C=CC(O2)C(C(=O)Nc2ccc4c(c2)OCO4)C3C1=O (stereo not given)
  AmpC det inh: 7%
N#Cc1c(SCC(N)=O)nsc1SCc1ccccc1Cl
  AmpC det inh: -7%
C=CCn1c(SCC(=O)N2CCOCC2)nc2sc3c(c2c1=O)CCCC3
  AmpC det inh: -3%
N=C(N)SCCc1ccncc1
  AmpC det inh: 0%[5.75 µM]
COc1cccc2cc(C(=O)C3=C(O)C(=O)N(CCN(C)C)C3c3ccc(F)cc3)oc12 (stereo not given)
  AmpC det inh: -1%

CC(C)(CO)NC(=O)CCCOc1ccc(Cl)cc1Cl
  AmpC det inh: 6%
N[C@@H](Cc1c[nH]c2ccccc12)c1nnc(SCc2c(F)cccc2Cl)o1
  AmpC det inh: -1%
COc1ccc(C[C@H]2c3cc(OC)c(OC)cc3CCN2C)cc1OC
  AmpC det inh: 0%
COC(=O)Nc1sccc1C(=O)Nc1sccc1C(=O)OC
  AmpC det inh: -2%
CC(C)n1c(-c2cccnc2)nc2cnccc21
  AmpC det inh: -4%
Clc1ccc(-c2nnc(-c3ccccc3)o2)c(Cl)c1
  AmpC det inh: 18%
CCOc1ccc(NS(=O)(=O)c2ccc(OCC(=O)NCCCOC)cc2)cc1
  AmpC det inh: -3%
O=C(NCC(=O)N1CCC(N2CCCCC2)CC1)C1CCCCC1
  AmpC det inh: 21%
O=C(c1cccc2c1C(=O)N(Cc1cccnc1)C2)N1CCN(c2ccccc2)CC1
  AmpC det inh: -1%
O=S(=O)(NCCCCCNS(=O)(=O)c1ccc(F)cc1)c1ccc(F)cc1
  AmpC det inh: -3%

Arranged by length of the SMILES (highest first): three of the compounds above.
COc1ccc(C[C@H]2c3cc(OC)c(OC)cc3CCN2C)cc1OC
  AmpC det inh: 0%
O=C(NCC(=O)N1CCC(N2CCCCC2)CC1)C1CCCCC1
  AmpC det inh: 21%
Clc1ccc(-c2nnc(-c3ccccc3)o2)c(Cl)c1
  AmpC det inh: 18%

Carrying on:
COCCOC(=O)C1=C(C)N=C2SCCC(=O)N2C1c1cccc(Br)c1 (stereo not given)
  AmpC det inh: 6%
Cn1c(N2CCCC2)nc2c1c(=O)n(Cc1cccc(F)c1)c(=O)n2C
  AmpC det inh: -1%
O=C(CN1CCSCC1)N1CCc2[nH]c3ccc(Br)cc3c2C1
  AmpC det inh: -4%
C=CCNc1nc2c(c(=O)n(C)c(=O)n2C)n1CC
  AmpC det inh: 9%
COc1ccc(-c2nnc(SCC(=O)NC3CCCCC3)o2)cc1OC
  AmpC det inh: 4%
Cc1oc2c(CN3CCOCC3)c(O)ccc2c(=O)c1-c1ccc(Br)cc1
  AmpC det inh: 0%
Cc1nn(-c2ccccc2)c(OC(=O)c2cccs2)c1S(=O)(=O)c1ccccc1
  AmpC det inh: -2%
CC(C)Oc1cccc(-n2c(CCc3c[nH]c4ccc(Br)cc34)nc3ccccc3c2=O)c1
  AmpC det inh: -2%
N#CC1=C(N)SC(N)=C(C#N)C1c1c(Cl)cccc1Cl
  AmpC det inh: -2%
O=C(NCc1ccc2c(c1)OCO2)c1ccc2c(=O)n(C3CCCC3)c(=O)[nH]c2c1
  AmpC det inh: -2%

COCCNC(=O)CN1CCN(C(c2ccccc2)c2ccccc2)CC1
  AmpC det inh: -5%
COc1cccc(C2=CC(c3ccc(C)cc3)n3ncnc3N2)c1 (stereo not given)
  AmpC det inh: -4%
CCCc1cn(S(=O)(=O)c2ccc(OC)cc2OC)nc1N
  AmpC det inh: -4%
c1ccc2c[n+](CCCC[n+]3ccc4ccccc4c3)ccc2c1
  AmpC det inh: -1%[5.75 µM]
COc1cccc(N2C(=O)CC(=O)NC2=O)c1
  AmpC det inh: 8%
COc1ccc(C(C)=O)cc1COC(=O)c1cc(C)oc1C
  AmpC det inh: 12%
O=C(CSc1nc(-c2ccccc2)nc2c1CCCC2)N1CCOCC1
  AmpC det inh: -6%
COc1ccccc1N(CN1CCCC1=O)C(=O)COc1ccccc1
  AmpC det inh: 1%
Cc1ccc(CNc2nc3c([nH]2)c(=O)n(C)c(=O)n3C)cc1
  AmpC det inh: -1%
COc1ccc(C)cc1-n1nnnc1SCC(=O)NC(=O)NCc1ccco1
  AmpC det inh: 0%

CCOC(=O)N1CCN(c2c(NCCCOC(C)C)c(=O)c2=O)CC1
  AmpC det inh: 8%
Cc1ccc(C)c(NC(=O)C2CC(O)CN2C(=O)OCc2ccccc2)c1 (stereo not given)
  AmpC det inh: -1%
O=C(CCCCCNc1nc(=S)[nH]c2ccccc12)N1CCN(c2ccccn2)CC1
  AmpC det inh: 9%
CC(=O)N1CCC2(CCCN(C(c3ccccc3)c3ccccc3)C2)CC1
  AmpC det inh: 1%
O=C(Cc1cccs1)Nc1ccc2c(c1)C(=O)OC2
  AmpC det inh: 2%
COc1cccc(C(CC(=O)NCC2CCCO2)NS(=O)(=O)c2ccc(C)cc2)c1OC (stereo not given)
  AmpC det inh: -4%
CC1CCCC(C)N1CCNC(=O)Cn1nc(-c2ccccc2)ccc1=O (stereo not given)
  AmpC det inh: -3%
CCOC(=O)c1c(-c2ccccc2)c(C(C)=O)c(=O)n(C)c1C
  AmpC det inh: 8%
CCn1nnnc1-c1ccc(OC)c(S(=O)(=O)N2CCCCC2)c1
  AmpC det inh: -2%
COc1ccc(NS(=O)(=O)c2ccc3c(c2)oc(=O)n3C)c(OC)c1
  AmpC det inh: 10%

Cc1c(C(=O)NCc2ccco2)sc2nc(-c3ccccc3)cn12
  AmpC det inh: 10%
O=C(O)C1Nc2c(O)cccc2C2C=CCC12 (stereo not given)
  AmpC det inh: -10%
Cn1cc(C(=O)N2CCC3(CC2)OCCO3)c2c3ccccc3n(C)c2c1=O
  AmpC det inh: 9%
CCc1ccc(OCC(=O)N(C)C2CCS(=O)(=O)C2)cc1 (stereo not given)
  AmpC det inh: -4%
Cc1ccc(-c2cc(C(=O)NCC3CCCO3)no2)cc1 (stereo not given)
  AmpC det inh: -3%
O=C1c2ccccc2C(=O)N1Cc1nc2ccccc2c(=O)n1CCN1CCOCC1
  AmpC det inh: 0%
Cc1cc(C)nc(SC2=CS(=O)(=O)c3ccccc32)n1
  AmpC det inh: -2%
COC(=O)C1=C(C)NC2=C(C(=O)CCC2)C1c1coc2ccccc2c1=O (stereo not given)
  AmpC det inh: -3%
CCN(CC)C(=O)CN(C#N)c1nc(OC)nc(N(C)C)n1
  AmpC det inh: 2%
COc1cccc(Cn2c(=O)c(-c3cccc(C#N)c3)nc3cnc(N4CCN(C)CC4)nc32)c1
  AmpC det inh: 0%

Nc1cc(C(=O)OCC(=O)NCc2ccco2)ccc1Cl
  AmpC det inh: 15%
CCCOc1ccc(N2CC(C(=O)Nc3ccccc3C(=O)NCc3ccco3)CC2=O)cc1 (stereo not given)
  AmpC det inh: -6%
Cc1cccc2cc(COC(=O)c3ccco3)c(=O)[nH]c12
  AmpC det inh: 1%
COc1c2ccoc2cc2oc(=O)ccc12
  AmpC det inh: 8%&0%
COc1ccc(Cn2nnnc2C(c2ccccc2Cl)N2CCN(C)CC2)cc1 (stereo not given)
  AmpC det inh: 1%
COc1ccc(Cl)cc1S(=O)(=O)N1CCN(C(=O)c2ccco2)CC1
  AmpC det inh: -5%
O=C(Nc1cccc(F)c1)N1CCC2(CC1)CCN(C(=O)c1ccncc1)CC2
  AmpC det inh: 1%
C[n+]1ccc(-c2ccncc2)cc1
  AmpC det inh: 14%
O=C1CSC2N1CCNC21CCCCC1 (stereo not given)
  AmpC det inh: -3%
CCN(Cc1cc2ccc(C)cc2[nH]c1=O)C(=O)c1ccncc1
  AmpC det inh: -3%

CCOC(=O)C1CCCN(S(=O)(=O)c2ccc(Br)c(OC)c2)C1 (stereo not given)
  AmpC det inh: -6%
c1cc(CSSCc2ccncc2)ccn1
  AmpC det inh: -2%[5.75 µM]
Cc1ccc(S(=O)(=O)NC(CN2CCOCC2)=NCCNS(=O)(=O)c2ccccc2)cc1
  AmpC det inh: 0%
CS(=O)(=O)NCCCc1ccccc1
  AmpC det inh: 6%
O=C(Cn1cc2c(n1)CCCCC2)NCc1ccccn1
  AmpC det inh: 7%
COc1ccc(OCc2ccc(C(=O)O)cc2)cc1
  AmpC det inh: -7%
O=C1CCN(S(=O)(=O)c2ccccc2)C2CCCCC12 (stereo not given)
  AmpC det inh: -5%
CC(C)NC[C@@H](O)COc1ccccc1-n1cccc1
  AmpC det inh: -6%
Cc1cccc(C(=O)N2CCC(n3nnc4cc(F)ccc43)CC2)c1
  AmpC det inh: 10%
O=C(C1CCN(S(=O)(=O)c2cccc3cccnc23)CC1)N1CCCC1
  AmpC det inh: 4%

CCCCCn1c(=O)[nH]c2cc(C(=O)NCCN(CC)CC)ccc2c1=O
  AmpC det inh: -1%
Cc1ccc(CNC(=O)C(C)OC(=O)c2ccco2)cc1 (stereo not given)
  AmpC det inh: 2%
Cc1ccc(S(=O)(=O)c2c(N)n(NC(=O)C3CC3)c3nc4ccccc4nc23)cc1
  AmpC det inh: -3%
O=c1c(-c2cc(F)cc(F)c2)nc2cnc(N3CCNCC3)nc2n1-c1ccccc1
  AmpC det inh: -4%
CCOc1ccc(NC2=NCC(=O)N2CCc2ccccc2)cc1
  AmpC det inh: -2%
CCOC(=O)/C=C1\SCC(=O)N1CC(=O)c1ccc[nH]1
  AmpC det inh: -1%
Cc1c(C(=O)OCC(=O)N(CCC#N)c2ccccc2)oc2c1ccc1ccccc12
  AmpC det inh: 13%
Cc1cc(OCC(=O)Nc2cc(-c3nn4c(C)nnc4s3)ccc2C)ccc1Cl
  AmpC det inh: 12%
